Bioassay records as filed in PubChem BioAssay.
Tb PFK block: blocks T. brucei phosphofructokinase; O15648; T. brucei PFK, ADP-Glo luminescence; Potency, µM (top dose mostly 57.5 µM), inactives show at the top dose activity, negative = inhibition, actives largely listed as inhibitors; hit rate 0.17% among 330,000; AID 485367;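 note: potency is the fitted concentration of half-maximal effect; 0% = uninhibited 1x PFK enzyme wells and -100% = no-enzyme wells; nearly all actives have a fitted effect of over 60% in size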
Target sequence (O15648 whole entry, looked up): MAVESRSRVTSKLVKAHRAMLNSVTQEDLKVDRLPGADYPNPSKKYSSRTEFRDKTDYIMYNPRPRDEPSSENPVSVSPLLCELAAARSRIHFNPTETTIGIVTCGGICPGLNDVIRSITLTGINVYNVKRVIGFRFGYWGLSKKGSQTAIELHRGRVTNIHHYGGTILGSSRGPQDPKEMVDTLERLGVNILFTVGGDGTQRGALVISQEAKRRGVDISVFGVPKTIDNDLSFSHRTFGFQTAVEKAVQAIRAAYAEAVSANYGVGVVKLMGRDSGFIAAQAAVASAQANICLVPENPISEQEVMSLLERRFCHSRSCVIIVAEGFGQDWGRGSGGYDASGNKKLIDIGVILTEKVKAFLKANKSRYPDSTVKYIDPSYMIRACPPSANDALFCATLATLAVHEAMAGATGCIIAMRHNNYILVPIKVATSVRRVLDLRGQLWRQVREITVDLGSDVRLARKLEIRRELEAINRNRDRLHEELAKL
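Activity is normalized to no-enzyme wells (full inhibition) and 1.25 nM enzyme wells (no inhibition). Reaction: 0.5 mM F6P, 0.1 mM ATP, 45 min RT, ADP-Glo luminescence; concentration-response curves fitted and classed by quality.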
NPC1 promoter act: activates the NPC1 promoter; hit rate 2.4% among 320,000; Huh7 NPC1 promoter luciferase reporter, 24 h; AID 485313; Potency, µM (series often up to 9.22 µM), inactives show at the top dose activation, hits mostly activators;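 note: potency is the fitted concentration of half-maximal effect; % of control where 0% means no effect; nearly all actives have a fitted effect of over 60% in size; reporter is driven by a mutant NPC1 promoter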
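Stably transfected Huh7 (NPC1 promoter→luciferase), 1500 cells/well in Opti-MEM + 10% FBS, 2 h settle, then compound 24 h at 37 °C. Luminescence after 10 min with Amplite reagent.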
p53 reactivation: re-activators of mutant p53 | AID 504706 | Potency, µM (doses to about 92.2 µM), inactives show at the highest dose activity change, positive = activation, usual class: activators | H1299 p53-A138V BP100-luciferase reporter, luminescence, 24 h | hit rate 0.063% among 320,000; note: potency is the fitted concentration of half-maximal effect; % of control where 0% means no effect; nearly all actives have a fitted effect of over 45% in size
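H1299 (p53-null), stable ts p53-A138V + BP100-Luc; 1000 cells/well, Opti-MEM/10% FBS; cpd 4 pt, 1:5; 24 h, 37 deg C, 5% CO2; detection reagent 10 min RT; luminescence.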
RORgamma inh: inhibitors of mouse ROR gamma transcriptional activity; P51450; Drosophila S2 Gal4-RORgamma UAS-luciferase reporter, 20 h; Potency, µM (titrated, usually from 53.6 µM), for the others: top-dose activity change, negative = inhibition, actives largely listed as inhibitors; hit rate 5.4% among 310,000; AID 2551; note: potency is the fitted concentration of half-maximal effect; % is set by controls: 0 for no effect and ±100 for the full control effect; nearly all actives have a fitted effect of over 60% in size
Target sequence (P51450 whole entry, looked up, the tested form may be a part): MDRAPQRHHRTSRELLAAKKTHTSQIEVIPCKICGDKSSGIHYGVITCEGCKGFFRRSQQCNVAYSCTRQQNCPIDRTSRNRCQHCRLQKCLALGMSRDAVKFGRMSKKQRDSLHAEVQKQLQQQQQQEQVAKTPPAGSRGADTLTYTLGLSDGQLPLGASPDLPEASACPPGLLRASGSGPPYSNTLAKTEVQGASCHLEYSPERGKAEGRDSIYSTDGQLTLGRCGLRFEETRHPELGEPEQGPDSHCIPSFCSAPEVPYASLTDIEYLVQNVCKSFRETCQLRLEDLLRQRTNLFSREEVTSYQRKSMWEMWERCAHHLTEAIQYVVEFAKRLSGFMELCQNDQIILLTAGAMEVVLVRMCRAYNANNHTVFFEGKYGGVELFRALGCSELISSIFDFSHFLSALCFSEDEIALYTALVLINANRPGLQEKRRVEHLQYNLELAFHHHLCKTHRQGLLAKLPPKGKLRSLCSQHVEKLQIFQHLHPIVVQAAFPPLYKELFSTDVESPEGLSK
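A Gal4/UAS one-hybrid system in insect cells: metallothionein-promoter Gal4–ROR gamma fusion plus Photinus luciferase reporter. Copper sulfate 700 uM final, 20 hr ambient incubation, luminescent detection after 10 min with reagent.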
ELG1 genotox: induces genotoxicity in HEK293T cells with luciferase-tagged ELG1; HEK293T ELG1-luciferase reporter, luminescence, 16 h; Potency, µM (highest dose often 46 µM), without a hit: at the highest dose activity change, positive = activation, usual class: activators; hit rate 1.3% among 330,000; AID 504466; note: potency is the fitted concentration of half-maximal effect; % of control where 0% means no effect; nearly all actives have a fitted effect of over 60% in size
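HEK293T cells expressing luciferase-tagged ELG1 were exposed to compound or DMSO vehicle for 16 hr at 37 °C and 5% CO2. Luciferase activity was then measured with ONE-Glo after 30 min at room temperature.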
Rab9 prom act: activators of Rab9 promoter. Huh7 Rab9 promoter-luciferase reporter, luminescence, 24 h. Potency, µM (doses to about 9.22 µM), for inactives: at the highest dose activation, negative = inhibition, hits mostly activators. hit rate 2.8% among 320,000; note: potency is the fitted concentration of half-maximal effect; % of control where 0% means no effect; nearly all actives have a fitted effect of over 60% in size
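Luminescence read-out: Huh7 cells stably expressing Rab9-luciferase, treated 24 h with compound at 37 °C, then lysed with luciferase reagent for 10 min at ambient before reading.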
ELG1 DNA repair: ELG1-dependent DNA repair inhibition; HEK293T ELG1-luciferase reporter, luminescence, 16 h; DNA damage induced by 5-fluorouridine; Potency, µM (series often up to 46.1 µM), inactives show at the top dose activity change, negative = inhibition, most hits filed as inhibitors; AID 504467; hit rate 2.3% among 330,000; note: potency is the fitted concentration of half-maximal effect; % is set by controls: 0 for no effect and ±100 for the full control effect; nearly all actives have a fitted effect of over 55% in size
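Step one: seed 2,000 cells per well. Step two: pin-transfer compound or DMSO alongside 5-fluorouridine. Step three: incubate 16 hr, 37 °C, 5% CO2. Step four: add ONE-Glo, wait 30 min, read luminescence.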
TRPV1 agonist: human TRPV1 agonism. Q8NER1. hit rate 0.19% among 320,000. AID 540275. activation, % at 8.33 µM. TRPV1-expressing cells, Fluo-8 calcium influx, agonist mode; in the data active = activation above about 80%; inconclusive = between about 30% and that limit; note: 0% is about no effect
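Fluo-8 calcium influx in TRPV1-expressing cells, kinetic read (ex 480/em 520 nm). Compound added and read 3 min for agonist activity, followed by capsaicin at EC20 final and 2 min further read for enhancement.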
BRCA1 expr up: increases BRCA1 expression | hit rate 1.1% among 380,000 | Potency, µM (titrated, usually from 46.1 µM), for inactives: top-dose activation, most hits filed as activators | MCF7-BRCA1-FFLuc reporter, luminescence, 48 h; response scale: scaled: vehicle 0%, 10 µM genistein 100%; note: potency is the fitted concentration of half-maximal effect; nearly all actives have a fitted effect of over 80% in size; some results filed as inactive show a strong effect at the top dose
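Cells: MCF7-BRCA1-FFLuc, 2000/well. Exposure: 48 h, 37 °C, 5% CO2. Read: luminescence, 15 min post-substrate. Controls: genistein 10 microM (maximal activation), DMSO (neutral).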
FLuc modulator: counter-screen for miR-21 project: firefly luciferase inhibitors or activators. purified FLuc, Km substrates, luminescence inhibition. Potency, µM (doses to about 57.5 µM), without a hit: top-dose activity change, negative = inhibition, most hits filed as inhibitors. P08659. hit rate 6.9% among 360,000. AID 588342;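 note: potency is the fitted concentration of half-maximal effect; plate controls were vehicle for no effect and reference inhibitor for full effect; nearly all actives have a fitted effect of over 55% in size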
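Purified P. pyralis luciferase (10nM final) with 10uM D-luciferin and 10uM ATP (Km levels) in 50mM Tris acetate pH 7.5, 10mM Mg acetate, 0.01% Tween-20, 0.05% BSA; qHTS 6-point titration, ~60 µM downward; luminescence read.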
Gal4-VP16 FLuc: Gal4-VP16 reporter inhibition counter-screen; Drosophila S2 Gal4-VP16 UAS-luciferase, luminescence, 20 h; Potency, µM (titrated, usually from 53.6 µM), for inactives: at the top dose activity, negative = inhibition, actives largely listed as inhibitors; hit rate 3.5% among 310,000; AID 2546;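 note: Gal4-VP16 expression switched on by copper sulfate through the metallothionein promoter; potency is the fitted concentration of half-maximal effect; % is set by controls: 0 for no effect and ±100 for the full control effect; nearly all actives have a fitted effect of over 50% in size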
An asterisk follows results filed as active; ? = inconclusive; . = no result given; [ ] = another dose, or the depositor's remark. Unless noted, calls come from the whole dose curve; as a rule, active = well fitted curve in the direction sought with a large enough effect; inconclusive = small, poorly fitted or top-dose-only effect, or another doubt; inactive = no such curve, though single readings can be large; an effect the other way counts as inactive or inconclusive.

SMILES	Tb PFK block	NPC1 promoter act	p53 reactivation	RORgamma inh	ELG1 genotox	Rab9 prom act	ELG1 DNA repair	TRPV1 agonist	BRCA1 expr up	FLuc modulator	Gal4-VP16 FLuc
CCC(=O)NC(=S)Nc1cccc(-c2nc3ncccc3o2)c1	6%	-1%	-5%	13µM*	3%	-2%	9%	8	-8%	2%	-18%
CCOC(=O)C1CCN(C(=O)C2(NC(=O)NC3CCCCC3)CCCCC2)CC1	2%	-1%	1%	-11%	-1%	-6%	?	1	-15%	-1%	1%
CCCCOc1ccc(C(O)C(CN2CCOCC2)c2ccccc2)cc1 (centres undefined)	0%	-2%	-2%	20%	-8%	-1%	0%	10	-4%	-2%	0%
CCC(=O)Nc1ccccc1N1CCN(S(C)(=O)=O)CC1	-8%	0%	-3%	11%	-2%	1%	8%	-3	1%	0%	0%
O=C(Nc1nnc(C2CCCCC2)s1)C1CC(=O)N(c2ccccc2)C1 (centres undefined)	-3%	2%	3%	-21%	-2%	2%	1%	-3	-17%	-2%	-14%
CNC(=O)c1cc(C(=O)c2ccc(Cl)cc2)c[nH]1	1%	?	6%	28%	?	3%	?	1	19%	?	-5%
CC1=C(C(=O)c2ccccc2)C(c2cccc([N+](=O)[O-])c2)NC(=S)N1 (centres undefined)	-16%	-3%	3%	?	-6%	4%	-13%	19	-28%	3%	5%
COc1ccc(CCNC(=O)C2CCCN2S(=O)(=O)c2ccc(F)cc2)cc1OC (centres undefined)	-5%	-3%	0%	19%	-3%	-2%	5%	-1	-5%	1%	4%
COc1ccc(NC(=O)Nc2cnccn2)cc1	10%	24%	15%	26%	15%	24%	?	0	64%	?	12%
CCc1cccc(NC(=O)C(NC(=O)C2CCCCC2)C(C)C)c1 (centres undefined)	-2%	-2%	-3%	-17%	-13%	-2%	-6%	7	-9%	3%	4%
C(=C\c1nnc2c3ccccc3ncn12)/c1ccccc1	-10%	4.5µM*	?	?	?	3.2µM*	?	2	3%	1.7µM*	?
Cc1cc(C)cc(Oc2ccc(-c3nnc(-c4ccccc4)o3)cc2[N+](=O)[O-])c1	-6%	-1%	-7%	11%	-1%	0%	0%	0	-1%	2%	14%
COCCn1nnnc1C(C(C)C)N1CCC(Cc2ccccc2)CC1 (centres undefined)	-2%	1%	6%	8%	-6%	0%	1%	5	-40%	1%	8%
Cc1cc(Br)cc2c1NC(=O)C2(c1c(C)n(C)n(-c2ccccc2)c1=O)c1c(C)n(C)n(-c2ccccc2)c1=O	-6%	-3%	-4%	?	-1%	-6%	2%	-6	-20%	-2%	15%
CCCCCn1c(NC2CCCCC2)nc2c1c(=O)[nH]c(=O)n2C	6%	-5%	1%	-2%	7%	0%	-8%	10	-33%	2%	-6%
COC(=O)c1ccccc1NC(=O)CN(C)Cc1ccccc1	6%	-2%	-3%	4%	-8%	1%	-7%	27	-19%	3%	2%
CCOC(=O)C1(CCCCCCOc2ccc(Cl)cc2)CO1 (centres undefined)	4%	-11%	.	?	.	-18%	.	0	.	2%	-1%
CC1=CC(C)(C)N(S(=O)(=O)c2ccc(F)cc2)c2ccccc21	4%	-1%	14%	-1%	3%	-5%	-2%	8	-89%	0%	1%
CCc1ccc(NC(=O)CSc2n[nH]c(=O)n2C2CC2)cc1	0%	0%	2%	.	-1%	-5%	24%	20	-9%	2%	.
COc1ccc(CN2CCN(C3CCC3)CC2CCO)c(C)c1C (centres undefined)	0%	1%	?	-1%	0%	-1%	8%	-3	-1%	2%	-1%
CCOc1ccc(NS(=O)(=O)c2ccc(C(=O)NCc3ccncc3)cc2)cc1	3%	-5%	-3%	.	?	0%	-8%	11	-20%	1%	.
CCOC(=O)N1CCN(C(=S)NC(=O)c2ccnn2C)CC1	1%	-3%	-10%	?	1%	-5%	9%	-6	0%	8%	32µM*
CC/C(O)=C(/C#N)c1nnc2n1CCCCC2	-5%	-1%	-1%	20µM*	0%	0%	7%	-1	5%	-3%	?
CCN1CCN(c2nc(Nc3cccc(C)c3)nc(N)c2[N+](=O)[O-])CC1	-1%	0%	-5%	-1%	1%	-11%	?	-2	-6%	-10%	-1%
CCCCc1ccc(NC(=O)c2cnccn2)cc1	-3%	0.5µM*	?	?	?	0.79µM*	?	?	17%	2.4µM*	2%[10 µM]
The results go on.
SMILES	Tb PFK block	NPC1 promoter act	p53 reactivation	RORgamma inh	ELG1 genotox	Rab9 prom act	ELG1 DNA repair	TRPV1 agonist	BRCA1 expr up	FLuc modulator	Gal4-VP16 FLuc
O=C(NC1(C(F)(F)F)C(=O)Nc2c1c(=O)[nH]c(=O)n2Cc1ccco1)C1CC1 (centres undefined)	-7%	-1%	-2%	10%	-3%	-3%	9%	3	0%	-1%	-15%
CC1=NN(c2ccccc2)C(=O)C1N=Nc1ccccc1 (centres undefined)	-6%	?	?	?	?	?	?	-1	57%	2.4µM*	-16%
NC(=NCCc1ccccc1)NS(=O)(=O)c1cccs1	-4%	-1%	-2%	6%	-5%	3%	-6%	-1	2%	1%	-13%
O=C(CCCc1c[nH]c2ccccc12)N1CCN(S(=O)(=O)c2cccs2)CC1	0%	-5%	-4%	?	-8%	5%	?	7	-44%	13%	-7%
CCC1CCCCN1C(=S)NC(=O)c1cc(S(=O)(=O)N2CCOCC2)ccc1C (centres undefined)	-5%	-6%	-3%	2.2µM*	-2%	-4%	-12%	?	0%	-3%	4µM*
CCCOc1ccc(Oc2nc(-c3ccncc3)nc3ccccc23)cc1	0%	-9%	0%	-19%	-6%	-2%	?	.	-21%	0%	-8%
O=C(COC(=O)CNC(=O)c1ccco1)Nc1ccc(F)cc1	-1%	-4%	-1%	-10%	2%	-2%	9%	0	20%	0%	-8%
CCN(CC)S(=O)(=O)c1ccc(NC(=O)CCNC(=O)c2ccccc2)cc1	0%	0%	-5%	5%	0%	9%	7%	4	-4%	-2%	8%
C=CCNC(=O)c1ccc(NC(=O)CC2SC(N3CCCC3)=NC2=O)cc1 (centres undefined)	20%	-4%	3%	.	4%	2%	5%	1	-15%	0%	.
CC(NC(=S)NC1CCC(C(C)(C)C)CC1)c1ccccc1 (centres undefined)	2%	-5%	-7%	1.6µM*	-16%	0%	0%	?	-26%	-1%	2.8µM*
Cc1cccc(NS(=O)(=O)c2ccc3c(c2)OCCO3)c1	2%	-1%	6%	2%	-7%	-1%	?	3	-37%	4%	3%
Cc1cc(NC(=O)c2cccc(S(=O)(=O)N3CCOCC3)c2)c2ccccc2n1	3%	-4%	-2%	19%	-8%	-6%	?	-1	-20%	2%	-3%
CC[N+](CC)(CC#Cc1ccccc1)CC#Cc1ccccc1	2%	-6%	-1%	30%	-16%	-21%	?	-4	-54%	6%	3%
COc1ccc(OC)c(NS(=O)(=O)c2ccc(NC(=O)C3COc4ccccc4O3)cc2)c1 (centres undefined)	-7%	-2%	2%	?	-15%	-10%	?	1	-69%	6%	-6%
CC(=O)NC1(c2ccc(F)cc2)CCN(C(=O)c2c(F)cccc2F)CC1	-4%	-2%	-2%	-25%	4%	-2%	-10%	-1	-11%	0%	-5%[10 µM]
CSc1nnc(C(C)(C)C)c(=O)n1/N=C/c1ccccc1	-10%	-4%	-6%	17%	-1%	-5%	-8%	?	-21%	-2%	7%
Cc1cccn2cc(CNC(=O)C3CCCCC3)nc12	2%	-3%	3%	-4%	1%	2%	-3%	-2	1%	-2%	-3%
CCc1ccc(OCC(=O)NC(NC(=S)Nc2ccccc2OC)C(Cl)(Cl)Cl)cc1 (centres undefined)	6%	1%	-11%	?	-2%	-2%	?	22	-56%	3%	?
CC1CCCCN1Cc1c(O)ccc2c(=O)c(-c3ccc(Cl)cc3)coc12 (centres undefined)	0%	23%	9%	27%	8%	17%	1%	-2	10µM*	?	7%
Cc1cc(C)n2nc(SC(C)C(=O)Nc3ccccc3F)nc2n1 (centres undefined)	5%	.	-7%	.	8%	.	2%	.	1%	.	.
CCc1ccc(-c2nc(CS(=O)CC(=O)NCCCN3CCOCC3)c(C)o2)cc1 (centres undefined)	3%	10%	-1%	3%	6%	0%	17%	-4	31%	?	4%
COc1cc2[nH]c(=S)n(Cc3ccc(C)o3)c(=O)c2cc1OC	1%	-4%	25%	5µM*	-1%	3%	-10%	1	-16%	-1%	10µM*
CCC(C)(C)NC(=O)c1cc(C(=O)OC)cc([N+](=O)[O-])c1	2%	-1%	12%	-19%	-3%	1%	10%	4	8%[1.84 µM]	-1%	-4%
